From PubChem BioAssay
Lung fibro prol: blocks proliferation of human lung fibroblasts; viability, % at 10 µM; LL 47 human lung fibroblast viability, ATP luminescence; stronger effect = lower value; hit rate 1.1% among 85,000;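 active = viability at or below 50% in the single dose screen; inactive = viability above 50%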;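 also: compound exposure lasted 72 h before the ATP readout; 100% = median luminescence of untreated cell-only wells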
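Times – overnight cell rest, 72 h compound treatment at 37 °C · Test system – human lung fibroblast line LL 47, low passage · Amount – 1,150 cells in each well · Controls – cell-only wells, no compound · Doses – 0.1% DMSO in all compound wells · Measured by – CellTiter-Glo luminescence · Buffer or medium – IMEM plus 15% FBS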
Smad3 inh: Smad3 (human) transcription factor binding inhibition; P84022; TR-FRET Smad3/Dy647-FoxH1 peptide binding, europium anti-His; inhibition, % at 25 µM; hit rate 0.29% among 88,000;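 active = compounds that reduce the energy-transfer binding signal between the protein and its labelled peptide by more than half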;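 also: 0% = Smad3 plus labelled peptide maximal FRET and 100% = peptide-only background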
Calb biofilm kill: kills Candida albicans biofilms. inhibition, % at 6 µM. hit rate 0.14% among 85,000. C. albicans biofilm + clotrimazole, Alamar Blue;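 active = inhibition above 20%; inactive = inhibition below 20%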;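 also: preformed 24 hr biofilms exposed to compound for 48 hr; 0% = biofilm without compound and 100% = blank killed by clotrimazole plus chlorhexidine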
ERa SRC1 inh: ER-alpha (human) coactivator binding inhibition; TR-FRET ER-alpha LBD / SRC-1 peptide, estradiol-bound; inhibition, % at 25.6 µM; hit rate 1.7% among 86,000; P03372; in the data active = inhibition above about 50%;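 also: 0% = receptor plus peptide control and 100% = peptide only without receptor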
Target sequence (P03372 whole entry, looked up, the tested form may be a part): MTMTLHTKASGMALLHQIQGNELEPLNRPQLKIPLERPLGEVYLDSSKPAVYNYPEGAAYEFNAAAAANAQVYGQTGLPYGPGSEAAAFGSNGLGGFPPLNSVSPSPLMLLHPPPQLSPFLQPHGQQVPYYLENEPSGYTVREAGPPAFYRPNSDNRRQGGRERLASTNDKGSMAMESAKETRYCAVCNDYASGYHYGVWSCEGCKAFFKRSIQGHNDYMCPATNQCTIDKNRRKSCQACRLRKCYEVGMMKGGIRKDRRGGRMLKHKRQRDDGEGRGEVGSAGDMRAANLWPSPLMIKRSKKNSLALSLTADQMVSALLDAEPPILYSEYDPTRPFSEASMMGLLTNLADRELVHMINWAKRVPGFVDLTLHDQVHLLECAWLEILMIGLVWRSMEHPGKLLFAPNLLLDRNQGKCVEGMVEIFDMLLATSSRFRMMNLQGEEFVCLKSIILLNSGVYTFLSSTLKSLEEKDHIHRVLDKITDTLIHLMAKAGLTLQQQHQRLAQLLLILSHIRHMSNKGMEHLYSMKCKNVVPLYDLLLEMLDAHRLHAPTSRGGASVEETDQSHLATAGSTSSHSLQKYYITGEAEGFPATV
ERa coact pot: enhances coactivator binding to human estrogen receptor alpha; hit rate 1.3% among 86,000; TR-FRET ERalpha-LBD/SRC-Cy5 coactivator binding, 2 h; 100 = basal binding, no effect; P03372; coactivator binding (% of control), % at 25.6 µM; AID 639; in the data active = activity above about 200%;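 also: binding measured in presence of low estradiol as agonist stimulus; 0% = peptide alone without receptor and 100% = receptor with peptide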
HUVEC inhibit: human endothelial cell proliferation inhibition; HUVEC proliferation, CellTiter-Glo luminescence, 72 h; stronger effect = lower value; hit rate 1.1% among 86,000; AID 648; viability, % at 10 µM (by protocol);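 active = viability at or below 30%; inactive = viability above 30%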;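 also: 100% = median luminescence of DMSO-only cell control wells on each plate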
H69AR growth 86K: growth inhibitors of human H69AR lung tumor cells; H69AR lung tumor viability, ATP luminescence, 72 h; stronger effect = lower value; viability, % at 10 µM; hit rate 6% among 85,000; AID 598;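 active = viability at or below 40%; inactive = viability above 40%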;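 also: multidrug resistant small cell line overexpressing MRP-1 efflux transporter; 100% = mean luminescence of untreated control wells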
ERb SRC1 inh: blocks coactivator binding to human estrogen receptor beta. Q92731. TR-FRET ER-beta LBD / SRC1-Cy5 peptide binding; receptor agonist-loaded with 1 µM estradiol. inhibition, % at 25.6 µM. hit rate 1.3% among 86,000. AID 633;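 active = compounds whose percent inhibition of the receptor-coactivator binding signal exceeds about 50% in the single-dose screen, limit read from the data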;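 also: 0% = receptor plus peptide wells without compound and 100% = peptide-only wells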
Target sequence (Q92731 whole entry, looked up, the tested form may be a part): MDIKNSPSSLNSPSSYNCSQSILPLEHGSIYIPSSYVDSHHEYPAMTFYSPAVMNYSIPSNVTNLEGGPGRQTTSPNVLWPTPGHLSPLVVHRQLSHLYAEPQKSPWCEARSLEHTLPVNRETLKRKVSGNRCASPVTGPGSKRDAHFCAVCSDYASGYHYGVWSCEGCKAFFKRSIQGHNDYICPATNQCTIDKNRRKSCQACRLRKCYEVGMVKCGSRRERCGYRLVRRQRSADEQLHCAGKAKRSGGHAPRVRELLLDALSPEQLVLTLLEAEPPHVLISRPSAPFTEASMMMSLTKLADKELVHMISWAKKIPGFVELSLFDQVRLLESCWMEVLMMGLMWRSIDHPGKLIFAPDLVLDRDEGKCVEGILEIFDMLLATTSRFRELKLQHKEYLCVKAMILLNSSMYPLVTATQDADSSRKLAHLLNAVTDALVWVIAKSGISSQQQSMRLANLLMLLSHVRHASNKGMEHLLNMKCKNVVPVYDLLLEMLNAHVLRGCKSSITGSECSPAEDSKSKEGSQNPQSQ
sEH act: activators of human soluble epoxide hydrolase; P34913; purified human sEH enzymatic activity, activator screen; activation, % at 2 µM; hit rate 0.04% among 91,000; AID 717; in the data active = activation above about 37%; also: values of inactives mirror those of a sister screen read the other way
* hit, by the source's call; . = no result given; [ ] = another dose, or the depositor's remark. Only part of the results is shown; rates above refer to the full screens.

SMILES | Lung fibro prol | Smad3 inh | Calb biofilm kill | ERa SRC1 inh | ERa coact pot | HUVEC inhibit | H69AR growth 86K | ERb SRC1 inh | sEH act
COc1ccc(CCNC2CC(=O)N(CCc3ccc(OC)c(OC)c3)C2=O)cc1 (stereo not drawn) | 112 | -1 | 6 | 5 | 98 | 97 | 95 | 4 | -4
Cc1cccc(NS(=O)(=O)c2cccc3cccnc23)n1 | 95 | 5 | 4 | -7 | 110 | 92 | 92 | -7 | .
CCSc1nnc(NC(=O)C2(C)Cc3ccccc3C(=O)O2)s1 (stereo not drawn) | 93 | 0 | 8 | -4 | 128 | 75 | 97 | -13 | 15
Cc1ccc2cc(S(=O)(=O)NCCCC(=O)O)ccc2c1 | 93 | 14[fluorescence artefact?] | 5 | -33 | 107 | 92 | 93 | -30 | 0
CCOC(=O)c1sc2nc(CSc3nc4ccccc4n3CC)[nH]c(=O)c2c1C | 99 | -1 | 4 | 54*[fluorescence artefact?] | 75 | 84 | 92 | 38 | -3
CC(C)NC(=O)Cn1c(SCC(=O)N2CCCCCC2)nc2ccccc21 | 94 | 11[fluorescence artefact?] | 1 | 4 | 92[fluorescence artefact?] | 96 | 92 | -4 | 2
Cc1ccc(-c2nn(-c3ccccc3)cc2C2CC(c3cccs3)=NN2C(=O)CCCC(=O)O)cc1 (stereo not drawn) | 103 | 9 | 3 | -8 | 83 | 67 | 104 | 0 | 5
COCC(=O)N(C)C1(c2nnnn2CCOC(=O)Nc2cccc3ccccc23)CCCC1 | 98 | -4 | -1 | 19[fluorescence artefact?] | 77 | 88 | 98 | 61*[fluorescence artefact?] | 2
Cc1c(NC(=O)c2cc(-c3ccc4c(c3)OCO4)on2)c(=O)n(-c2ccccc2)n1C | 96 | 8 | 6 | -1 | 115 | 89 | 82 | -16 | .
COc1ccc(Cc2nnc(NS(=O)(=O)Cc3ccccc3)s2)cc1 | 96 | 4 | -1 | -16 | 106 | 95 | 86 | 40 | -2
O=C(CSc1nnc(-c2ccncc2)n1Cc1ccccc1)Nc1nccs1 | 96 | -12 | 5 | 7 | 95 | 96 | 80 | -6 | 5
COc1ccc(C(=O)COC(=O)CCn2nnc(-c3cccs3)n2)cc1 | 100 | -4 | 3 | -3 | 110[fluorescence artefact?] | 96 | 115 | 7 | -2
Cc1cc(C(=O)Nc2ccccn2)no1 | 99 | 5 | 1 | -9[fluorescence artefact?] | 92 | 108 | 91 | 38 | 2
CCn1ncc(C2=NOC(C(=O)N3CCN(c4ccccc4)CC3)C2)c1C (stereo not drawn) | 98 | 9 | 6 | -35[fluorescence artefact?] | 114 | 107 | 91 | -24[fluorescence artefact?] | .
COc1ccccc1C1/C(=C(/O)c2ccc(Cl)cc2)C(=O)C(=O)N1CCN1CCOCC1 (stereo not drawn) | 105 | 10 | 9 | -1 | 142[fluorescence artefact?] | 102 | 92 | -3 | -4
Cc1ccc(S(=O)(=O)c2c(COC(=O)c3cccc(Cl)c3)c(-c3ccccc3)nn2C)cc1 | 92 | 2 | 6 | 2[fluorescence artefact?] | 98 | 83 | 88 | 2[fluorescence artefact?] | -2
O=C(c1cc2c(s1)CCCCC2)N1CCN(c2ncccn2)CC1 | 106 | 1 | 9 | 11 | 112 | 105 | 99 | 11 | -7
CCOC(=O)C(C(=O)OCC)=C1OC(=O)c2ccccc21 | 101 | 7 | 7 | 0 | 91 | 97 | 93 | 5 | -4
N#Cc1c(N)nc(SCC(=O)OCc2ccccc2)c(C#N)c1-c1ccco1 | 105 | 7 | 3 | 13[fluorescence artefact?] | 147[fluorescence artefact?] | 91 | 93 | 4[fluorescence artefact?] | 12
CCc1ccc(C2CC(c3ccc(C)cc3)n3nc(N)nc3N2)cc1 (stereo not drawn) | 95 | 5 | 2 | -6 | 103 | 93 | 99 | -3 | .

One compound at a time, from the list above:
`COc1ccc(CCNC2CC(=O)N(CCc3ccc(OC)c(OC)c3)C2=O)cc1` (stereo not drawn) is listed with Lung fibro prol = 112; Smad3 inh = -1; Calb biofilm kill = 6; ERa SRC1 inh = 5; ERa coact pot = 98; HUVEC inhibit = 97; H69AR growth 86K = 95; ERb SRC1 inh = 4; sEH act = -4
`CCc1ccc(C2CC(c3ccc(C)cc3)n3nc(N)nc3N2)cc1` (stereo not drawn) is listed with Lung fibro prol = 95; Smad3 inh = 5; Calb biofilm kill = 2; ERa SRC1 inh = -6; ERa coact pot = 103; HUVEC inhibit = 93; H69AR growth 86K = 99; ERb SRC1 inh = -3; sEH act = .

Carrying on:
SMILES | Lung fibro prol | Smad3 inh | Calb biofilm kill | ERa SRC1 inh | ERa coact pot | HUVEC inhibit | H69AR growth 86K | ERb SRC1 inh | sEH act
CCOC(=O)CC1=NS(=O)(=O)c2ccccc2N1 | 100 | 4 | 7 | 5[fluorescence artefact?] | 98 | 96 | 92 | 6[fluorescence artefact?] | .
C/C(=C1\SC(N2CCOCC2)=NC1=O)c1ccccc1 | 92 | -5 | 4 | -8 | 94 | 101 | 94 | -3 | .
C=CCOC(=O)/C(=C/c1ccco1)NC(=O)/C=C/c1ccccc1 | 94 | 1 | 6 | -8 | 107 | 101 | 101 | -9 | 9
O=C(O)c1cccnc1SC1CC(=O)N(CCc2ccccc2)C1=O (stereo not drawn) | 98 | -2 | 7 | 10 | 105 | 91 | 94 | -1[fluorescence artefact?] | 29
CCCn1nnc(NC(=O)c2ccccc2Br)n1 | 95 | -9 | 5 | -13 | 119 | 86 | 105 | -8 | -7
CN(C(=O)c1cccc(C#N)c1)c1nnc(C2CCOC2)s1 (stereo not drawn) | 106 | 4 | 11 | -10 | 130 | 100 | 104 | 6 | -3
CC(=O)c1ccc(NC(=O)C(Cc2ccccc2)NC(=O)c2ccco2)cc1 (stereo not drawn) | 103 | -4 | 8 | -3 | 101 | 100 | 86 | -10 | .
CC(C)(C)C(=O)Nc1ccc2oc(-c3cc(F)c(F)cc3Cl)nc2c1 | 102 | 8 | -3 | -16 | 141 | 123 | 48 | -1 | -19
O=C(O)c1ccccc1NS(=O)(=O)c1ccccc1C(F)(F)F | 99 | -22 | 2 | 11 | 119 | 93 | 98 | 21 | 6
Clc1ccc(Oc2cccc(/C=N/n3cnnc3)c2)cc1 | 95 | -9 | 5 | -1 | 79 | 97 | 83 | -9 | -3
CCCc1cc(=O)[nH]c(SCC(=O)c2cc(C)n(C3CC3)c2C)n1 | 104 | 12 | 9 | 7 | 103 | 97 | 82 | 5[fluorescence artefact?] | 12
CCN(CC)CC(C)CNC(=O)CC(C(=O)N1CCc2ccccc21)n1ccnc1 (stereo not drawn) | 95 | 5 | 2 | -8 | 101 | 88 | 106 | -5 | 2
Cc1c(Nc2ncnc3nc[nH]c23)c(=O)n(-c2ccccc2)n1C | 93 | 4[fluorescence artefact?] | 8 | 0 | 120 | 92 | 89 | -5 | .
COc1cc(C(C)=O)ccc1OCC(O)CN1CCN(S(=O)(=O)c2ccccc2)CC1 (stereo not drawn) | 97 | 5 | 5 | 7 | 107 | 99 | 68 | 6 | 10
CCOC(=O)C1=C(C)NC(SCC(=O)O)=NC1c1ccccc1 (stereo not drawn) | 98 | 9 | 3 | -48 | 97 | 98 | 106 | -26 | .
Cc1sc2nc(C3CC3)nc(NCCNS(=O)(=O)c3ccccc3)c2c1C | 91 | 9 | 7 | -21 | 104 | 79 | 22* | -24[fluorescence artefact?] | 6
O=C(NCC(=O)N(CC1CCCO1)C(C(=O)NC1CCCC1)c1cccnc1)c1ccco1 (stereo not drawn) | 93 | 11 | 8 | -1 | 116 | 95 | 94 | -7 | 0
COc1ccc2oc(=O)c(C(=O)N3CCN(c4ccccc4C)CC3)cc2c1 | 102 | -5 | 8 | -4 | 124 | 85 | 92 | -4 | 1
CCc1ccc(NC(=O)c2cc(-c3ccco3)on2)cc1 | 98 | -8 | 8 | 5 | 105 | 96 | 100 | -1 | -2
C=CCn1c(SCC(=O)/C(C#N)=C(\C)N)nnc1C1CCCCC1 | 98 | 13 | 9 | 0 | 89[fluorescence artefact?] | 96 | 92 | 2 | .
C=CCn1c(SCCOC)nc2c1c(=O)[nH]c(=O)n2C | 90 | 8 | 9 | 5 | 96 | 92 | 87 | -14[fluorescence artefact?] | -9
Brc1ccc(CN2CCSCC2)cc1 | 108 | 6 | -1 | -9 | 109 | 102 | 87 | -4 | 12
COc1ccc(CCNc2oc(COc3ccccc3Cl)nc2C#N)cc1OC | 98 | 5 | -3 | -3[fluorescence artefact?] | 87[fluorescence artefact?] | 76 | 89 | -13[fluorescence artefact?] | 7
COC(=O)CSc1nnc(CNC(=O)c2ccc(OC)cc2OC)n1C | 103 | -9 | -1 | -5[fluorescence artefact?] | 102 | 103 | 94 | -1 | 5
Cc1ccc(CNc2ncnc3c2cnn3-c2ccccc2)cc1 | 97 | -5 | 0 | -14 | 98 | 100 | 63 | 14 | 3
CC(C)Cn1c2c(c(O)c(C(=O)Nc3ccc(F)cc3)c1=O)CCCC2 | 96 | -5 | -2 | -4 | 109 | 119 | 85 | 3[fluorescence artefact?] | .
Cn1nnnc1SCc1nnc(-c2ccccc2Br)o1 | 112 | 3 | 4 | 13 | 66 | 100 | 81 | 12 | -1
CC1CCN(CCc2nc3cc(NS(=O)(=O)c4ccccc4)ccc3n2C)CC1 | 95 | -1 | 0 | -3 | 107 | 109 | 82 | 1 | -1
Cc1[nH]c2ccccc2c1C1(O)C(=O)N(Cc2ccc3c(c2)OCO3)c2ccccc21 (stereo not drawn) | 80 | 4 | 8 | -6 | 89[fluorescence artefact?] | 80 | 14* | 2 | 16
N#CCCCSC1=C(C#N)C(c2ccccc2Cl)CC(=O)N1 (stereo not drawn) | 94 | -7 | 7 | 0 | 122[fluorescence artefact?] | 99 | 84 | -5 | .
CC(=O)N1CCN(S(=O)(=O)c2cccc(C(=O)Nc3nc4c(s3)CCCC4)c2)CC1 | 98 | 0 | 5 | 12 | 111[fluorescence artefact?] | 94 | 73 | 15 | -61
CCOc1ccc(NC(=O)c2cccc(-n3cnnn3)c2)cc1 | 105 | -13 | 11 | 0 | 100 | 97 | 91 | 10 | -50
COc1cc(NC(=O)c2cccc(Cl)c2)c(OC)cc1NC(=O)CN1CCOCC1 | 104 | 5 | 6 | -6[fluorescence artefact?] | 101 | 85 | 79 | 8 | 1
CCN(CC)S(=O)(=O)c1cccc(-c2nnc(SCC(=O)NC3CCCC3)n2N)c1 | 105 | -6 | -2 | 10 | 101 | 97 | 96 | 2[fluorescence artefact?] | 12
CC(C)c1ccc(-c2nn[nH]n2)cc1 | 101 | 6 | 8 | -8 | 96 | 89 | 99 | -3 | 15
O=C(NCc1ccc2c(c1)OCO2)c1cc(S(=O)(=O)N2CCCCC2)ccc1F | 101 | 2 | 5 | 2 | 112 | 97 | 95 | 4 | .
Brc1ccc(-c2nnc(-c3cccc(Br)c3)o2)cc1 | 104 | -2 | 8 | 3 | 113 | 85 | 78 | -17 | -2
Cn1c(=O)oc2cc(S(=O)(=O)N3CCC(C(=O)N4CC=C(c5ccccc5)CC4)CC3)ccc21 | 90 | 2 | 6 | -9 | 89 | 95 | 104 | 2 | 1
Cc1ccc2c(n1)CC(C)(C)C/C2=N\O | 106 | -33 | -1 | 8 | 98 | 103 | 95 | 8[fluorescence artefact?] | -8
Cc1cc(=O)oc2cc(OCc3ccc(S(=O)(=O)N4CCOCC4)cc3)ccc12 | 102 | 10 | 4 | 13[fluorescence artefact?] | 108 | 99 | 76 | 11 | -6
COc1cccc(C2=NOC(C(=O)NCCCn3ccnc3)C2)c1 (stereo not drawn) | 100 | -3 | 2 | -1[fluorescence artefact?] | 94 | 95 | 84 | -1 | -6
